Assay outcomes from PubChem BioAssay.
USP2a inh: blocks human ubiquitin-specific protease USP2a; O75604; USP2 core, Ub-CHOP2 coupled fluorogenic reporter, 485/531; Potency, µM (series often up to 38.3 µM), without a hit: at the top dose activity change, negative = inhibition, hits mostly inhibitors; actives 0.01% (n = 330,000); AID 463254;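 note: potency is the fitted concentration of half-maximal effect; plate controls were DMSO wells for no effect and full inhibition by NEM control for full effect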
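Cell-free coupled assay: 10nM USP2 core preincubated 30min RT with compound in Tris-HCl pH 8.0/CaCl2/CHAPS buffer, then 25nM Ub-CHOP2 and 25nM reporter substrate; fluorescence (Ex 485/Em 531) read after 60min RT, normalized to NEM inhibition, concentration-response curves fitted.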
ASM inhibitor: human S-ASM enzyme inhibition; placental ASM, HMU-PC fluorogenic substrate, 60 min; Potency, µM (titrated, usually from 57.5 µM), inactives show at the highest dose activity change, negative = inhibition, hits mostly inhibitors; actives 0.006% (n = 340,000); note: potency is the fitted concentration of half-maximal effect
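Fluorescence read-out (Ex 386 nm, Em 447 nm) after stopping the reaction at pH 10. Enzyme: ASM from human placenta; substrate HMU-PC0, 9 uM final; 60 min, 37 °C. Compound preincubation 10 min, ambient temperature.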
Menin MLL FP TR: menin-MLL binding inhibition, Texas Red mutant peptide; O00255; Menin + Texas Red MLL mutant peptide, fluorescence polarization; Potency, µM (titrated, usually from 61.6 µM), for inactives: at the highest dose FP activity change, negative = inhibition, actives largely listed as inhibitors; actives 0.23% (n = 270,000); AID 1768; active = well fitted inhibition curve with a large enough effect in the polarisation, with a control signal flat, not every such curve was filed as active; inconclusive = small, poorly fitted or top-dose-only effect, or effect the other way, or a change in a side signal; inactive = no such curve, though single readings can be large or run the other way; the % refers to the polarisation; note: potency is the fitted concentration of half-maximal effect; % of control where 0% means no effect; many of its hits are not listed in these tables
Eya2 inh: Eya2 (human) phosphatase inhibition; actives 0.006% (n = 330,000); O00167; recombinant Eya2, OMFP fluorescence dephosphorylation (OMFP is methylfluorescein phosphate); AID 488837; Potency, µM (highest dose often 76.9 µM), without a hit: top-dose activity, negative = inhibition, hits mostly inhibitors; note: potency is the fitted concentration of half-maximal effect; % is set by controls: 0 for no effect and ±100 for the full control effect
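Eya2 (0.2 uM) preincubated 10 min at ambient with compound, then OMFP substrate added at 50 uM; 10 min reaction in 50 mM HEPES pH 7.5, 50 mM NaCl, 5 uM MgCl2, 0.05% BSA, 1 mM DTT. Fluorescence read at Ex 485/Em 525 nm.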
PKM2 act: PKM2 (human) enzyme activation; purified PKM2, Kinase-Glo ATP luminescence, activation; response scale: 0% is enzyme alone, no compound; AID 1631; Potency, µM (series often up to 57.5 µM), for the others: at the top dose activation, most hits filed as activators; actives 0.34% (n = 260,000); note: potency is the fitted concentration of half-maximal effect; % is set by controls: 0 for no effect and ±100 for the full control effect; nearly all actives have a fitted effect of over 55% in size
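hPK-M2, >95% pure; 0.1 mM ADP / 0.5 mM PEP final; imidazole pH7.2 buffer w/ 7 mM MgCl2, 50 mM KCl; 1 h RT; Kinase-Glo lum. Intermediate enzyme activity for dual inhibitor/activator qHTS.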
hERG WT inh: inhibitors of human wildtype KCNH2 potassium channel; activity change, % at 1.84 µM; Q12809; actives 0.37% (n = 340,000); U2OS, BacMam KCNH2, thallium flux FluxOr; active compounds read low;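 active = maximum activity change below -70%; inconclusive = maximum activity change between -70% and -50%; inactive = maximum activity change above -50%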; note: % is set by controls: 0 for no effect and ±100 for the full control effect
Target sequence (Q12809 whole entry, looked up): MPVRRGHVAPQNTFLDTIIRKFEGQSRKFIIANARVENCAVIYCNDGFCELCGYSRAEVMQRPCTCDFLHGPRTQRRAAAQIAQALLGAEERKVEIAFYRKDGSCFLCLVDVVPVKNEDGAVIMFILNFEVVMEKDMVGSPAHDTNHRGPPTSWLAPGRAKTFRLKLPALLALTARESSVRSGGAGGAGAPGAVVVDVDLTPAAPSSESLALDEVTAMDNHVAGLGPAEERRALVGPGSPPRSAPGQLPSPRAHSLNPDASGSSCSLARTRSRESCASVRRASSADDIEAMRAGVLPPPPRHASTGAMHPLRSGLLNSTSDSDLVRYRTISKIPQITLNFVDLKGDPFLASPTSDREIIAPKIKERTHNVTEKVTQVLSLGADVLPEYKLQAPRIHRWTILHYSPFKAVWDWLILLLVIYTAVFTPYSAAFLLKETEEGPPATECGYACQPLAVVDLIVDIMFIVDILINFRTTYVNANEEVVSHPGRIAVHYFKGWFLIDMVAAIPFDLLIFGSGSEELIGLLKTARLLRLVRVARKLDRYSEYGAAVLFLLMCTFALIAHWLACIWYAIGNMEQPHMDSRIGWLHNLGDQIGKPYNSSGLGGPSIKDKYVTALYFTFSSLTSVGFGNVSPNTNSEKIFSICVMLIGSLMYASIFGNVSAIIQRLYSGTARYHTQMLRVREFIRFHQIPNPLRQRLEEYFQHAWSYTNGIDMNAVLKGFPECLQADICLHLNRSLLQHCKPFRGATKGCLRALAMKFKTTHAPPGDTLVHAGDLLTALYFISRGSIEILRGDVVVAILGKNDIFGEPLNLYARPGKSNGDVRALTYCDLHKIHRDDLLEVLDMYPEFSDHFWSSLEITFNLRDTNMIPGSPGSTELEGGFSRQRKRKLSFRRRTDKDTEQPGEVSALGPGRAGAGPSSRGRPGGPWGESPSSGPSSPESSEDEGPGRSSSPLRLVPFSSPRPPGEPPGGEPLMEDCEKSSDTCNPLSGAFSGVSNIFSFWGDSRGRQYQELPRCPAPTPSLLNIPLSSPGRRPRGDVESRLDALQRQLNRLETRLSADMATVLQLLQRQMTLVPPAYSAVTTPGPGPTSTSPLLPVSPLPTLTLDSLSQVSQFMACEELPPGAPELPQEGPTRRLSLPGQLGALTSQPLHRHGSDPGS
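U2OS cells were transduced with wild-type KCNH2 virus (2.03 x 10^8 / mL) for 4 h at room temperature, then cultured overnight at 37 C. Thallium flux was read with FluxOr dye. Rate constants were normalized to DMSO controls.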
Mito fusion yeast: mitochondrial division inhibition or fusion activation. S. cerevisiae fusion-defective mutant growth rescue, CellTiterGlo 48 h. Potency, µM (series often up to 46.1 µM), for the others: at the highest dose growth rescue (activation), usual class: activators. actives 0.23% (n = 320,000);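 note: potency is the fitted concentration of half-maximal effect; % of control where 0% means no effect; nearly all actives have a fitted effect of over 45% in size; temperature-sensitive fusion mutants such as fzo1-1 at 37 °C on non-fermentable ethanol glycerol medium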
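Compounds are tested for their ability to restore growth of mitochondrial fusion-defective yeast strains at non-permissive 37C in YPEG medium over 48 hours. Viability is quantified by luciferase luminescence.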
BCR signal inh: chronic active BCR signaling inhibition; actives 0.05% (n = 340,000); Potency, µM (series often up to 46.1 µM), inactives show at the top dose ratio change, negative = lower green/red ratio, hits mostly inhibitors; AID 493014; ABC-DLBCL IkBa-CBG/CBR reporter, luminescence ratio, 4 h; active = well fitted inhibition curve with a large enough effect in the signal ratio, with a control signal flat, not every such curve was filed as active; inconclusive = small, poorly fitted or top-dose-only effect, or effect the other way, or a change in a side signal; the % refers to the signal ratio;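 note: potency is the fitted concentration of half-maximal effect; plate controls were basal doxycycline-induced cells for no effect and cells given 10 µM MG132 for full effect; MG132 reads +100%, hits lower the ratio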
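Concentration-response series (up to 46 uM) were applied to TMD8 dual-reporter cells for 4 h at 37C with doxycycline. Green/red ratio, after filter-overlap correction, defined %Activity; red signal alone was normalised to basal cells and zero luminescence.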
TSHR antagonist: blocks TSH signaling through the human TSH receptor; TSHR-expressing cells, TSH-stimulated cAMP HTRF, 2 h; active compounds read low; activity change, negative = inhibition, % at 11.5 µM; AID 504810; actives 0.2% (n = 330,000);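 active = activity change below a set negative limit, meaning inhibition stronger than a set level, cut at about -70% in these data; inconclusive = activity change between two set negative limits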; note: % is set by controls: 0 for no effect and ±100 for the full control effect
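TSHR-expressing cells, 200/well, pre-treated with compound, then stimulated with EC80 TSH (4nM final) for 2 hours at 37 deg C. cAMP measured by competitive HTRF: anti-cAMP cryptate antibody in lysis buffer plus cAMP-d2, read after 30 minutes at room temperature.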
GALK inh: blocks human galactokinase activity; P51570; Purified GALK, Kinase-Glo residual ATP luminescence; Potency, µM (doses to about 57.5 µM), without a hit: at the top dose activity change, negative = inhibition, hits mostly inhibitors; actives 0.007% (n = 270,000); AID 1868; note: potency is the fitted concentration of half-maximal effect; % is set by controls: 0 for no effect and ±100 for the full control effect
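Human GALK (5 nM) with 35 uM ATP and 100 uM galactose in 20 mM HEPES pH 8.0, 5 mM MgCl2, 60 mM NaCl, 1 mM DTT, 0.01% BSA. After 1 h at room temperature, leftover ATP was read by Kinase-Glo Plus luminescence.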
MBNL1 CUG block: blocks human MBNL1 binding to CUG repeat RNA. actives 0.036% (n = 280,000). Potency, µM (series often up to 57.5 µM), for the others: at the top dose activity change, negative = inhibition, hits mostly inhibitors. AID 2675. TR-FRET MBNL1-His/biotin-(CUG)12 binding, 665/545 ratio. Q9NR56; active = well fitted inhibition curve with a large enough effect in the signal ratio, with a control signal flat, not every such curve was filed as active; inconclusive = small, poorly fitted or top-dose-only effect, or effect the other way, or a change in a side signal; inactive = no such curve, though single readings can be large or run the other way; the % refers to the signal ratio; note: potency is the fitted concentration of half-maximal effect; % is set by controls: 0 for no effect and ±100 for the full control effect
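Inhibition of protein-RNA binding appears as loss of TR-FRET between terbium anti-His antibody on MBNL1-His and streptavidin-XL665 on biotin-(CUG)12. Activity is normalized to buffer-only and uninhibited-complex controls.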
Active calls of the source: *; i = inactive; ? = inconclusive; / = no result given; [ ] = dose if it differs, or a comment. Unless noted, calls come from the whole dose curve; as a rule, active = well fitted curve in the direction sought with a large enough effect; inconclusive = small, poorly fitted or top-dose-only effect, or another doubt; inactive = no such curve, though single readings can be large; an effect the other way counts as inactive or inconclusive. A portion of the library, so the mix of outcomes need not match the whole.

SMILES,Mito fusion yeast,MBNL1 CUG block,hERG WT inh,GALK inh,ASM inhibitor,PKM2 act,BCR signal inh,USP2a inh,Eya2 inh,Menin MLL FP TR,TSHR antagonist
CCOC(=O)/C=C(\C)Sc1cc(O)c2ccccc2c1O,-14%,?,-4,?,-12%,?,-23%,-1%,-1%,/,6
COC(=O)c1cnc(NNS(=O)(=O)c2ccc(C(F)(F)F)cc2)nc1C(F)(F)F,2%,-16%,6,5%,-2%,0%,-1%,-1%,-2%,/,-8
COc1ccc(C(=O)NCC(=O)OCC(=O)c2ccc3c(c2)OCCO3)cc1,-1%,-21%,-2,2%,0%,-16%,-31%,-2%,-10%,5%,19
CCN1C(=O)[C@H]2[C@@H](c3ccc(-c4ccc(F)cc4)cc3)N[C@@](C)(C(=O)OC)[C@H]2C1=O,/,/,-13,/,-3%,/,3%,2%,16%,/,-13
Cc1cccc(Nc2nc(N)nc(CCl)n2)c1,-2%,-4%,-1,1%,3%,-1%,9%,3%,-1%,/,-22
O=C(COC(=O)c1ccccc1)Nc1ccccc1Sc1ccccc1,23%,/,-29,0%,-6%,2%,?,3%,-2%,21%,0
CCOC(=O)Cc1cc(-c2ccccc2)nc2ccc3ccccc3c12,3%,1%,-5,2%,-3%,-4%,3%,0%,13%,13%,1
CN(C)c1ccc(/C=C(\C#N)C(=O)OCC(=O)N(C)C2CCS(=O)(=O)C2)cc1 (stereo not drawn),?,/,0,/,1%,/,?,7%,9%,/,-6
CCc1nnc(N/N=C/c2cc(Br)c(O)cc2O)n1N,-8%,?,-10,-1%,19%,1%[11.5 µM],?,1%,5%,9%,-14
O=C(CC(Sc1ccc(Br)cc1)C(=O)O)c1ccc(Br)cc1 (stereo not drawn),12%,-1%,/,-7%,/,/,?,3%,-5%,?,-17
CCCCn1c(SCC(=O)NC2CCS(=O)(=O)C2)nc2cc(S(N)(=O)=O)ccc21 (stereo not drawn),0%,/,1,-1%,-1%,0%,1%,-1%,-11%,-3%,1
CCCCOC(=O)c1ccc(O)cc1,15%,21%,-3,/,3%,0%,?,0%,3%,4%,8
COC(=O)c1ccc(OC(=O)CCN2C(=O)C3CCCCC3C2=O)cc1 (stereo not drawn),-1%,-2%,-15,0%,1%,-1%,-10%,5%,-6%,8%,1
CCCc1nnc(NC(=O)Nc2ccc(OC)cc2)s1,-4%,-4%,-4,-3%,1%,5%,-20%,3%,1%,-6%,-4
Cc1ccc(NC(=O)COC(=O)CN2CCCCCC2=O)c(C)c1,-5%,/,8,/,4%,/,?,2%,11%,/,8
CNC(=O)c1ccccc1Sc1ccccc1C#N,-3%,-5%,-6,9%,4%,/,2%,1%,3%,-2%,7
CCOc1cc(NC(=O)c2ccccn2)c(OCC)cc1NC(=O)c1ccc(OC)cc1,2%,0%,-7,-2%,117%,-2%,1%,2%,-4%,?,-4
COc1cc(NC(=O)c2ccc(NS(=O)(=O)c3c(C)noc3C)cc2)cc(OC)c1,0%,-18%,2,0%,-15%,-2%,?,0%,15%,?,-6
C/C(=N\NC(=O)c1sccc1-n1cccc1)c1cccs1,16%,3%,1,14%,10%,5%,?,0%,-18%,-9%,0
COc1ccc(OC)c(-n2c(-c3ccccc3)n[nH]c2=S)c1,-1%,2%,5,0%,0%,-3%,-8%,-1%,1%,2%,-2
COc1ccc(F)cc1S(=O)(=O)NC1CCCC1,-3%,5%,-1,0%,-7%,-5%,6%,0%,0%,/,4
N#Cc1ccc(OCc2cccc(S(=O)(=O)N3CCOCC3)c2)cc1,4%,/,4,/,/,/,-4%,0%,-27%,/,-10
N#Cc1ccc(NC(=O)C2CC(c3ccc(F)cc3)=NO2)cc1 (stereo not drawn),-3%,-2%,0,-1%,0%,3%,0%,-2%,-5%,1%,4
O=C(NC1CCN(C(=O)N2CCOCC2)CC1)c1ccccc1,-3%,-1%,-1,-1%,3%,-2%,4%,3%,4%,5%,22
COc1ccccc1N1CCSC1C(N)=O (stereo not drawn),-1%,-6%,-3,-2%,1%,4%,10%,2%,5%,13%,1
Cc1ccc(S(=O)(=O)N(C)CC(=O)Nc2ncccc2C)cc1,-4%,/,6,/,5%,/,-7%,-1%,-1%,/,12
CC(C)c1ccccc1NC(=O)Nc1ccc2c(c1)OCO2,-4%,-3%,-15,5%,4%,-12%,?,2%,8%,/,-9
CCN1C(=O)C(CC(=O)Nc2cccc(C(C)=O)c2)S/C1=N\c1ccccn1 (stereo not drawn),8%,-12%,-7,2%,5%,-16%,-3%,0%,-16%,8%,26
C=CCN(c1ccccc1)S(=O)(=O)c1cccc(C(=O)NCc2ccncc2)c1,4%,/,0,/,0%,/,0%,1%,5%,/,-11
Cc1onc(-c2c(Cl)cccc2Cl)c1C(=O)c1c[nH]c(C(=O)NCC2CCCO2)c1 (stereo not drawn),3%,-2%,-8,4%,-1%,-7%,-7%,3%,-4%,10%,-12
COc1ccc(NC(=O)NC2(C(=O)N3CCCCCC3)CCCCC2)cc1,-3%,-11%,2,4%,0%,0%,2%,1%,-2%,5%,-8
COC(=O)c1c(NS(=O)(=O)c2cccs2)sc2c1CCCC2,5%,2%,-1,0%,0%,-1%,1%,1%,-6%,20%,-10
CCOC(=O)c1c(C)[nH]c(C)c1S(=O)(=O)NCC(=O)Nc1ccccn1,-2%,-2%,7,1%,2%,0%[0.46 µM],8%,2%,-2%,1%,2
CCOc1ccc(NC(=O)CN(C)C(=O)c2cc(S(=O)(=O)N3CCCCC3)ccc2C)cc1OCC,-2%,/,-4,/,-2%,/,0%,0%,15%,/,-4
COc1cccc(C2Nc3ccc4ccccc4c3C3=C2C(=O)CC(C)(C)C3)c1OCC(=O)O (stereo not drawn),3%,?,3,5%,i,-4%[11.5 µM],3%,-1%,-1%,39%[activator],19
Cn1cc(CN2CCC[C@H]2CO)c(-c2cccc(Cl)c2)n1,0%,-2%,-3,-1%,5%,3%,-12%,1%,-4%,0%,-4
CC1SC(C)C(=O)N(CC(=O)NCc2ccc(F)cc2)C1=O (stereo not drawn),-7%,2%,12,0%,-1%,-4%,?,2%,-16%,-12%,-4
O=C(NCc1ccccc1CN1CCCC1)C1CCN(C(=O)c2ccc(F)cc2)CC1,0%,/,24,/,4%,/,-1%,4%,12%,/,-4
Cc1c(NC(C)c2cc(Cl)ccc2O)c(=O)n(-c2ccccc2)n1C (stereo not drawn),-1%,2%,7,0%,2%,6%,5%,3%,12%,-1%,5
CCCCN1c2ccccc2N(CCCO)c2cc(C)nnc21,-9%,3%,6,-2%,4%,-3%,?,1%,0%,-7%,7
COc1ccc(NS(=O)(=O)c2cc(NS(=O)(=O)c3cccs3)ccc2C)cc1,3%,/,10,/,4%,/,3%,0%,-28%,/,-15
COc1cc2c(cc1OC)C(=O)Cc1ccc3c(c1CN(C)CC2)OCO3,1%,-5%,20,-2%,5%,3%,-9%,2%,-1%,10%,2
CCOc1ccc(CN2CCNC(=O)C2CC(=O)NCCc2cnccn2)cc1 (stereo not drawn),-3%,4%,-2,0%,6%,/,0%,3%,-9%,/,-5
CCOC(=O)/C(=C\Nc1ccc(OC(F)(F)F)cc1)Sc1ncc(C(F)(F)F)cc1Cl,-3%,-14%,-5,0%,-3%,0%,17%,0%,9%,/,4
C=CCOc1c(Br)cc(CNc2ccc(NC(=O)C(C)C)c(OC)c2)cc1OCC,3%,?,-14,/,5%,-10%,?,-4%,-17%,-15%,16
CCCSc1nc2cc(OC)c(OC)cc2c(=N)n1CCCN1CCOCC1,-2%,-4%,-6,-2%,-1%,-1%,14%,-3%,-1%,-6%,17
